Runt-CBFb FRET – blocks binding of human RUNX1 Runt domain to CBFb; inhibition, % at 20 µM; 220,000 compounds, 0.46% hits; Q01196+Q13951; Cerulean-Runt/Venus-CBFb FRET ratio 530/480, 1 h;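 active = inhibition over about 50% at 20 µM in the single-dose screen, limit read from the data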;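 note: 0% = DMSO wells and 100% = excess unlabeled CBFb competitor control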
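test system = Cerulean-tagged RUNX1 Runt domain (FRET donor) fusion protein | reagent = Venus-CBFb binding partner, 100 nM | incubation = protein complex preformed 1 h, compound exposure 1 h, room temperature, dark | detection = FRET fluorescence | read-out basis = loss of energy transfer signal | controls = 5 µM unlabeled CBFb as full-inhibition high control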
Ba/F3 V617F tox – reduce viability of Ba/F3 cells dependent on JAK2V617F; 220,000 compounds, 1.1% hits; Ba/F3 EpoR-JAK2V617F viability, ATP luminescence; inhibition, % at 5.6 µM;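 active = inhibition above the campaign mean plus 3 SD over all tested compounds, cut at about 24% in these data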;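 note: cytokine-independent growth of Ba/F3 cells driven by EpoR plus mutant JAK2; 0% = DMSO-treated cells and 100% = JAK inhibitor I control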
RBBP9 inh – human RBBP9 hydrolase inhibition. O75884. inhibition, % at 7.94 µM. 220,000 compounds, 0.2% hits. recombinant RBBP9, FP-Rh probe fluorescence polarization;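 active = inhibition above the campaign mean of all tested compounds plus 3 SD, cut at about 14% in these data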;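 note: plate controls were DMSO wells with RBBP9 for no effect and wells lacking RBBP9 protein for full effect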
Target sequence (O75884 whole entry, looked up): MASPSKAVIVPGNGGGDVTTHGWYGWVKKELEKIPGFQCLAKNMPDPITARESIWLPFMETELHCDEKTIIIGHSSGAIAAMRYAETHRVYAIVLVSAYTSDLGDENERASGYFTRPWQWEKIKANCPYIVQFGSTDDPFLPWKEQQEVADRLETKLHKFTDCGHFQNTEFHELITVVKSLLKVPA
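Measured by – fluorescence polarization · Test system – RBBP9 protein · Input – 2.5 µM RBBP9 dispensing solution, before mixing · Measure – percent inhibition from mP, scaled between DMSO and no-protein wells · Benchmarks – DMSO-treated enzyme wells and wells lacking RBBP9 · Times – preincubation 30 min plus labeling 45 min at 25 °C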
BaF3 parental – parental Ba/F3 viability inhibition as JAK2V617F counter-screen; AID 1486; inhibition, % at 5.6 µM; 220,000 compounds, 1.1% hits; CellTiter-Glo ATP luminescence;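 active = inhibition above a per-campaign cutoff, the mean inhibition of all tested compounds plus 3 SD, cut at about 27% in these data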;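 note: 0% = DMSO wells and 100% = JAK Inhibitor I control wells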
NPY-Y1 PAM-ag – human NPY-Y1 potentiation or agonism, primary screen | P25929 | NPY-Y1 expressing cells, potentiator/agonist activation | activation, % at 3.6 µM | 220,000 compounds, 0.37% hits; in the data active = activation above about 33%, passing the limit was not always enough;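 note: cells stimulated with NPY at EC10 then isoproterenol at EC100; 0% = low agonist plus stimulus and 100% = saturating agonist plus stimulus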
Target sequence (P25929 whole entry, looked up): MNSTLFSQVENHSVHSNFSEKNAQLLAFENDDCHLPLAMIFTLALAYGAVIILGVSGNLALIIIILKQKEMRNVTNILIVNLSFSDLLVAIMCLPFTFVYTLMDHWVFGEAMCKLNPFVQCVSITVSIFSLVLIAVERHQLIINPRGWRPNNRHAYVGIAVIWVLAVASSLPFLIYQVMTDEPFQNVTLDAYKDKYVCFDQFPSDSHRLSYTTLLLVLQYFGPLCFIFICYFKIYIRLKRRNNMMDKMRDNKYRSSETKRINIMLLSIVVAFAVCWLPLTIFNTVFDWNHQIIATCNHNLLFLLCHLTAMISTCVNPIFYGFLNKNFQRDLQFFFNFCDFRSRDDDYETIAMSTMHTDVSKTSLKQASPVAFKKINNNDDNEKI
S1P4 ag – human S1P4 receptor agonism. O95977. S1P4-expressing cell line, agonist reporter assay. activation, % at 4.98 µM. 220,000 compounds, 0.35% hits; in the data active = activation above about 11%;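 note: 0% = DMSO vehicle and 100% = reference agonist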
Target sequence (O95977 whole entry, looked up): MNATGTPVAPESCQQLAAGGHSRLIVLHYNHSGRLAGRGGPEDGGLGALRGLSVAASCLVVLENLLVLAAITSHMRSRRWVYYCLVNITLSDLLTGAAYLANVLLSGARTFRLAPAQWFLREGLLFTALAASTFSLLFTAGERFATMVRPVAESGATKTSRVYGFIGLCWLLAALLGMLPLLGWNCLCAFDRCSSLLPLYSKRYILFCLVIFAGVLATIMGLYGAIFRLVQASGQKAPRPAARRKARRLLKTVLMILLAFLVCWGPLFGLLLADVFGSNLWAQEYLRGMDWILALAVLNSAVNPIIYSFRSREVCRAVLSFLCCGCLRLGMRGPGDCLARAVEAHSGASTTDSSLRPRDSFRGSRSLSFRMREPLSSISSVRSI
NPY2 pot ag – human NPY-Y2 potentiation or agonism, primary screen; P49146; cells expressing NPY-Y2, potentiator/agonist read-out; activation, % at 3.6 µM; 220,000 compounds, 0.45% hits; in the data active = activation above about 27%;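 note: cells stimulated with NPY near EC25 plus isoproterenol at EC100; 0% = vehicle plus submaximal agonist and 100% = vehicle plus saturating agonist; some results beyond the cut were filed as inactive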
NPY Y1 blocker – blocks the human neuropeptide Y Y1 receptor; P25929; HEK293-CNG Y1 cells, membrane potential fluorescence; NPY at EC95, then isoproterenol; inhibition, % at 3.6 µM; 200,000 compounds, 1% hits;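 active = inhibition above the campaign mean inhibition of all tested compounds plus 3 SD, cut at about 20% in these data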;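 note: 0% = DMSO wells given NPY plus isoproterenol and 100% = isoproterenol alone without NPY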
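Material: Y1- and CNG-channel-expressing HEK293 cells / Probe or stimulus: NPY 25 nM then isoproterenol 1 µM plus Ro 20-1724 25 µM / Doses: 3.6 µM single dose, DMSO 0.4% / Schedule: compound incubation 1 h at room temperature, readout 45 min post-stimulation / Signal: membrane potential fluorescence / Benchmarks: isoproterenol-only wells as full block versus NPY-plus-isoproterenol wells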
S1P4 antag – blocks the human S1P4 receptor; S1P4-expressing cells, antagonist mode, reporter read-out; inhibition, % at 4.98 µM; O95977; 220,000 compounds, 0.26% hits; AID 1510; in the data active = inhibition above about 29%;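 note: 0% = wells stimulated with agonist and 100% = vehicle wells without agonist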
Starred values were filed as active, the others as inactive; . = no result given.

SMILES	Runt-CBFb FRET	Ba/F3 V617F tox	RBBP9 inh	BaF3 parental	NPY-Y1 PAM-ag	S1P4 ag	NPY2 pot ag	NPY Y1 blocker	S1P4 antag
Cc1ncc(CN=Cc2ccc(Cl)cc2)c(N)n1	0	-4	-7	-7	29	-0.1	10	.	-3
COc1ccc(COC(=O)N/C=C/c2ccco2)cc1	2	3	-2	7	8	1.0	1	6	-3
CCCc1cc(C(=O)Nc2cc(OC)c(Cl)cc2OC)no1	0	-3	-6	2	11	3.4	-10	4	-10
Cc1cc(=O)[nH]c(SCC(=O)Nc2ccc(F)cc2)c1C#N	1	-1	-5	6	-4	0.9	2	2	-5
Cc1ccc(OCC(=O)O/N=C(\N)c2ccccn2)cc1	0	-3	0	1	-9	-1.0	0	-2	-6
Cc1cc(-c2nc3ncccc3o2)ccc1NC(=S)NC(=O)C(C)C	3	3	-4	8	-21	-1.3	-5	7	-11
CC1Cc2ccccc2N1C(=O)CO/N=C/c1ccc(OC(F)F)cc1 (centres undefined)	-3	3	-4	3	-16	-0.4	-10	3	-12
CCOc1ccc(S(=O)(=O)N(C)c2ccc(OCC(=O)NC3=NCCS3)cc2)cc1	-3	0	-3	4	4	1.4	8	5	-16
COc1ccccc1OCC(=O)NN=C(Cc1ccccc1)Cc1ccccc1	-2	0	-8	5	17	-0.9	2	1	-10
CCOC(=O)c1c(NC(=O)CN2C(=O)NC3(CCC(C)CC3)C2=O)sc(C)c1-c1ccc(C)cc1 (centres undefined)	3	-3	-1	7	-20	1.0	3	3	-8
O=C(NCc1ccco1)C1CCN(C(=O)Cc2ccccc2)CC1	-1	3	-7	4	-22	2.4	1	-3	-5
N#Cc1ccccc1NC(=O)COC(=O)COc1ccccc1[N+](=O)[O-]	0	-1	-7	7	-11	-1.2	-7	-2	8
Cc1ccc(-n2nc(C)c3c(=O)[nH]c(C(F)(F)F)nc32)cc1	0	-2	-1	1	11	0.6	5	3	-16
Cc1cc(N(C)C)c(C#N)c(N2CCCCC2)n1	-1	-5	-6	8	11	-1.7	-5	-3	-1
COc1ccc(CCNC(=O)c2ccc(-c3ccc([N+](=O)[O-])cc3Cl)o2)cc1OC	24	1	-9	0	-32	-0.8	-7	13	-31
CN1CCN(S(=O)(=O)c2ccc(NC(=S)NC(=O)C3CCCC3)cc2)CC1	1	3	0	11	2	-0.9	-10	7	5
Cc1ccc(NC(=O)c2ccc(-n3cccn3)c([N+](=O)[O-])c2)cc1C	2	-2	-3	6	-19	0.1	-2	5	6
Cc1ccc(-c2cccc(NC(=O)C3C(C(=O)O)[C@@H]4C=C[C@H]3C4)c2)o1 (some centres undefined)	30	-3	-5	3	-18	2.0	-14	0	-11
COc1cccc(C(=O)N/N=C/C(Br)=C/c2ccccc2)c1	-1	-2	-8	3	-16	-0.8	-1	2	-1
CC(=O)Nc1ccc(NC(=O)C2CCN(C(=O)c3ccc([N+](=O)[O-])cc3)CC2)cc1	0	3	-2	7	-4	-1.4	-3	-8	-5
O=C(CSc1nnc(-c2cccnc2)s1)Nc1cccc(C(=O)O)c1	2	2	-8	3	-10	-1.5	-10	0	-2
C=CCSc1[nH]c(=O)cc(C)c1C(N)=O	2	6	9	6	-2	1.4	-8	-4	9
COc1ccc(/C=C(/C#N)c2cccnc2)cc1OC	-1	0	-9	-3	-4	0.9	0	-1	-22
C=C(C)COc1ccc2c(CC)cc(=O)oc2c1	-2	-1	3	-2	-2	1.4	3	-2	-13
CCS(=O)(=O)NCC(c1cccnc1)N1CCN(c2ccccc2)CC1 (centres undefined)	0	0	8	1	10	2.4	-13	-4	-6
(listing goes on)
SMILES	Runt-CBFb FRET	Ba/F3 V617F tox	RBBP9 inh	BaF3 parental	NPY-Y1 PAM-ag	S1P4 ag	NPY2 pot ag	NPY Y1 blocker	S1P4 antag
O=C(CCSCCc1ccccn1)Nc1nccs1	1	-5	-2	2	19	2.8	-4	-2	-2
Cc1ccc(NC(=O)Cn2cc(S(=O)(=O)c3ccc(C)cc3)c(=O)c3cc(F)ccc32)cc1	-5	-5	-10	1	23	2.3	29	1	7
O=C(N/N=C/c1cccnc1)C(O)(c1ccccc1)c1ccccc1	-2	0	-6	2	-10	1.6	-2	5	-11
O=C(/C=C/c1ccccc1)Nc1ccc(N2CCCCC2)cc1	1	-4	0	0	5	0.8	2	-1	-15
N#Cc1ccc(NC(=O)CN2C(=O)NC(Cc3ccccc3)C2=O)cc1 (centres undefined)	-1	3	-2	3	-2	1.9	2	1	-4
O=C(O)c1ccc2c(c1)ncn2C1CCCCC1	-2	-3	9	0	4	-1.1	7	3	-10
COc1ccc(N(CC(=O)NCC2CCCO2)S(=O)(=O)c2c(C)noc2C)cc1 (centres undefined)	0	1	-9	9	10	1.9	-4	3	-1
COc1ccc2c(c1)c(C(O)CN1CCC(Cc3ccccc3)CC1)c(C)n2C (centres undefined)	-2	0	-2	6	0	1.6	2	21*	-7
Cc1ccc(NC(=O)CCc2nc3ccccc3s2)c(O)c1	3	-1	-4	3	-2	-0.5	-8	3	3
O=C(Nc1ccc2c(c1)OCO2)c1cc2nc(C3CC3)cc(C(F)(F)F)n2n1	-1	-1	-4	0	2	0.7	-9	0	-56
COc1ccc(C(=O)C2CCCN(S(=O)(=O)C(C)C)C2)c(C)c1 (centres undefined)	0	-2	-3	5	-2	1.6	-5	6	-24
COc1ccc(-n2c(Cc3cc(=O)[nH]c(=O)[nH]3)nnc2SCC(=O)Nc2cc(C(F)(F)F)ccc2Cl)cc1	-8	0	-9	3	-20	-0.8	-4	-1	-6
CC(=O)CC(=O)NC1C2CC3CC(C2)CC1C3 (centres undefined)	-3	-2	-3	0	-12	0.6	9	-4	6
CC(C)CNS(=O)(=O)c1ccc(OCC(=O)Nc2ccc3c(c2)OCO3)c(Cl)c1	-3	-5	-7	0	2	0.0	14	-3	-9
COc1ccccc1CNC(=O)c1ccc(C)s1	0	1	-6	4	-8	1.4	-9	0	-6
CCN(CC)C(C)C(=O)Nc1c2c(cc3c1CCC3)CCC2 (centres undefined)	1	1	-9	8	-14	1.1	-12	5	-22
O=C(C1=C(O)C(=O)N(CCc2ccccc2)C1c1cccnc1)c1ccco1 (centres undefined)	-1	-1	2	1	-8	0.9	-5	8	3
Oc1[nH]c2ccccc2c1C=Nc1ccc2c(c1)OCO2	10	-2	-2	3	9	1.1	9	9	-10
Cc1c(C2CC(=O)N(c3ccccc3)C2=O)[nH]n(-c2ccccc2)c1=O (centres undefined)	0	-2	-1	2	26	0.5	7	1	-1
CCn1c(SCC(=O)NC(C)C)nnc1-c1cccs1	1	0	-2	3	-34	1.3	2	5	4
O=C(Nc1nnc(SCc2ccc(F)cc2)s1)C1CC(=O)N(c2ccc3c(c2)OCCO3)C1 (centres undefined)	-6	-1	-6	9	-33	-0.9	-14	12	-6
O=C1CCN(C2CCN(Cc3nc(Cc4ccccc4F)no3)CC2)CCN1	-1	-2	2	1	7	-4.1	-16	0	-3
COc1cc(C(=O)NCC(=O)OCC(=O)Nc2ncc(Cl)cc2Cl)cc(OC)c1OC	2	3	-12	4	-1	1.1	9	-3	-9
CCC(C(=O)Nc1cc(C)nn1-c1nc(C)cc(C)n1)c1ccccc1 (centres undefined)	.	4	-8	7	-20	0.0	-24	8	-18
CCc1ccc(C2CC(c3ccc(Cl)cc3)n3nc(N)nc3N2)cc1 (centres undefined)	0	-3	-5	-2	13	1.3	9	-1	17
Going on with the list.
SMILES	Runt-CBFb FRET	Ba/F3 V617F tox	RBBP9 inh	BaF3 parental	NPY-Y1 PAM-ag	S1P4 ag	NPY2 pot ag	NPY Y1 blocker	S1P4 antag
CCOC(=O)Cc1csc(NC(=O)C(NC(=O)C2CCCCC2)C(C)C)n1 (centres undefined)	1	1	-6	7	-8	0.6	5	8	-30
CC(C)(C)NC(=O)COC(=O)c1ccccc1C(=O)c1ccccc1	-1	-3	-2	-1	8	-4.1	0	-2	6
O=S(=O)(CCSc1ccc(C(F)(F)F)cn1)c1ccc(Cl)cc1	-2	1	1	-2	-7	-0.3	-32	.	3
CCOC(=O)C1(Cc2cccc(F)c2)CCN(CC(O)CO)CC1 (centres undefined)	1	-1	-5	-3	2	0.0	20	.	-4
C#CCNC(=O)/C=C/c1ccc(OC)cc1	-1	0	-11	2	-19	-0.1	11	1	9
COc1cccc(C(=O)Nc2nc3ccccc3[nH]2)c1	0	3	-9	8	-13	-0.3	-29	5	16
Cc1ccccc1CS(=O)(=O)CCC(=O)NCCN1CCN(c2cccc(Cl)c2)CC1	-5	0	-3	-1	-14	1.0	0	7	-8
O=C(O)c1ccccc1-n1c2ccccc2c2ccccc21	0	1	1	0	-38	-0.1	-19	.	9
COc1ccc(C(=O)Nc2cccc(-c3cc4ccccc4oc3=O)c2)cc1[N+](=O)[O-]	-5	1	0	7	-10	1.4	3	0	-26
Cc1nn(-c2ccccc2)c2nc(C(F)(F)F)[nH]c(=O)c12	2	0	0	9	-3	3.6	-26	-1	-22
CCN(CC)CCCn1c(=S)[nH]c2ccccc2c1=O	-1	0	5	2	6	0.4	8	-1	-10
O=C(COC(=O)c1cccc2ccccc12)Nc1ncc(C(F)(F)F)cc1Cl	-4	-3	0	3	-4	-3.3	-18	7	-1
NS(=O)(=O)c1ccc(N/N=C/c2cn(-c3ccccc3)nc2-c2ccccc2)c([N+](=O)[O-])c1	-5	0	2	1	11	-0.6	-1	-1	-4
COc1cc(-c2nc(-c3ccc4c(c3)-c3ccccc3S4(=O)=O)c(-c3ccccc3)[nH]2)cc(OC)c1O	5	-5	3	4	7	3.0	21	-1	-2
Cc1nnc(SCC(=O)NCc2ccco2)n1-c1ccccc1	2	-3	-10	1	-13	-2.4	0	-5	1
O=C(NCCCO)C(=O)c1c(-c2ccccc2)cc2ccccn12	-3	1	-5	8	2	2.0	12	-1	-13
Cc1cc(C)cc(NC(=O)c2c(C)nc3ccccn23)c1	1	-1	-1	3	-4	0.1	-5	-2	0
CCN(CC)C(=O)CSc1nc(-c2ccccc2)ccc1C#N	1	0	-1	3	2	1.3	4	-4	-9
O=C1CN(C(=O)C2CCCC2)CCN1	-1	-2	-5	5	-14	2.0	5	3	-25

By substructure, the entries above containing a thiophene ring, fused or not (three)
SMILES	Runt-CBFb FRET	Ba/F3 V617F tox	RBBP9 inh	BaF3 parental	NPY-Y1 PAM-ag	S1P4 ag	NPY2 pot ag	NPY Y1 blocker	S1P4 antag
CCOC(=O)c1c(NC(=O)CN2C(=O)NC3(CCC(C)CC3)C2=O)sc(C)c1-c1ccc(C)cc1 (centres undefined)	3	-3	-1	7	-20	1.0	3	3	-8
COc1ccccc1CNC(=O)c1ccc(C)s1	0	1	-6	4	-8	1.4	-9	0	-6
CCn1c(SCC(=O)NC(C)C)nnc1-c1cccs1	1	0	-2	3	-34	1.3	2	5	4

Bioassay records from PubChem.
